High-throughput results deposited in PubChem by several laboratories.
Cardio protect = protects H9c2 cardiomyocytes from peroxide injury | protection from H2O2 cell death, % at 20 µM | hit rate 0.63% among 360,000 | AID 588492 | H2O2 injury protection, ATPLite, 2 h;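 active = compounds giving at least 50% protection of heart cells from peroxide-induced death in the single-dose screen, raw or plate-pattern-corrected value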;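 note: 0% = DMSO wells with peroxide and 100% = DMSO wells without peroxide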
hiPSC survival = hiPSC single-cell survival enhancement | ATPlite luminescence; 100% = ROCK inhibitor wells, 0% = DMSO | survival enhancement, % at 20 µM | hit rate 0.044% among 360,000 | AID 602274; in the data active = survival enhancement above about 18%;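 note: cells exposed to compounds for 16 hours before the ATP read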
Shn3 3UTR inh = inhibitors of Schnurri-3 3'UTR reporter in osteoblasts; Clone20 osteoblast Shn3 3'UTR firefly luciferase, 24 h; inhibition, % at 12.5 µM; hit rate 0.52% among 360,000; AID 588674;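 active = mean inhibition of at least 75% with every replicate also reaching 75%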;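 note: 0% = median of neutral control wells and 100% = pilot-screen positive control compound; some compounds past the cut are filed as inactive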
Peg3 prom inh = reduces Peg3 promoter-driven luciferase expression in HeLa; HeLa PEG-Prom luciferase reporter, luminescence, overnight; inhibition, % at 20 µM; hit rate 1.7% among 360,000;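 active = inhibition of at least 50% at 20 µM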
PDI inh = blocks human protein disulfide isomerase activity. P07237. PDI insulin aggregation turbidity, A650, 90 min. inhibition, % at 10 µM. hit rate 0.052% among 350,000. AID 588391;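 active = mean inhibition across replicates of 30% or more, whatever share of single replicates reach that level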;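 note: absorbance from insulin aggregation driven by PDI reduction with DTT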
Target sequence (P07237 whole entry, looked up): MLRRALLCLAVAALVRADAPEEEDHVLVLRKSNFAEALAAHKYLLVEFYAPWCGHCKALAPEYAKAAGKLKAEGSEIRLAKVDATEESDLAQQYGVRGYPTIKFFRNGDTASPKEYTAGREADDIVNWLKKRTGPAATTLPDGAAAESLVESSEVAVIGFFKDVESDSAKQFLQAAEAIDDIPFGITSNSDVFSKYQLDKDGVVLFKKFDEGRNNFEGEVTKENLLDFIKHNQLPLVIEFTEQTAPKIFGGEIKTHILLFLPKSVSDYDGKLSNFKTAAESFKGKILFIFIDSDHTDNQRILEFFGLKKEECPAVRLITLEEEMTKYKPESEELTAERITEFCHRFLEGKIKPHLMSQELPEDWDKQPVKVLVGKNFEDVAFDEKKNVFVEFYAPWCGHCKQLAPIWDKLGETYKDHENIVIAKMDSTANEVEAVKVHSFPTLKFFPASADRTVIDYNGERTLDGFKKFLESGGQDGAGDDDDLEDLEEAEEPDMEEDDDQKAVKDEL
NR2E3 ag-1 = NR2E3 (human) agonism; Q9Y5X4; GST-NR2E3/biotin-RetCOR TR-FRET, 1536-well; inhibition of corepressor binding, % at 4.78 µM; hit rate 0.12% among 320,000; AID 2300;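 active = percent inhibition above the cutoff of mean plus 3 SD of all tested compounds, set per screening campaign, cut at about 20% in these data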;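 note: 0% = DMSO wells and 100% = biotin wells as full block of FRET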
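Material – GST-tagged NR2E3 plus biotinylated RetCOR corepressor · Quantity – NR2E3 fusion 1.35 nM · Times – 5 h incubation at 4 °C · Medium – pH 7.5 Tris-based buffer · Technique – TR-FRET, Eu(K)-anti-GST donor, streptavidin-D2 acceptor, ex 340, em 617/671 nm · Benchmarks – high control biotin, low control 0.6% DMSO · Format – 1536-well plates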
CaV13 ICDI inh = Primary screen for inhibitors of IQ motif and Ca2+-dependent inactivation inhibitor domain binding in CACNA1D, Förster resonance energy transfer in living cells, …. inhibition, % at 12.3 µM. hit rate 0.098% among 340,000. HEK cells, CFP/YFP FRET ICDI-IQ, plate reader, 10 min; percent FRET-ratio fall versus neutral wells;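 active = mean replicate inhibition of at least 30% and at least 1% of replicates passing that level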;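 note: 0% = median of the neutral control wells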
m5-HT2A agonist = mouse HTR2A agonism via beta-arrestin recruitment; activation, % at 7.6 µM; hit rate 0.66% among 360,000; CHO-K1 mHTR2A beta-arrestin complementation, luminescence; percent of 30 µM serotonin response;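 active = activation above a run cutoff, the mean activation of all tested compounds plus 3 SD, cut at about 14% in these data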;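 note: 0% = plate median of compound wells and 100% = 30 µM serotonin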
Target sequence (P35363 whole entry, looked up): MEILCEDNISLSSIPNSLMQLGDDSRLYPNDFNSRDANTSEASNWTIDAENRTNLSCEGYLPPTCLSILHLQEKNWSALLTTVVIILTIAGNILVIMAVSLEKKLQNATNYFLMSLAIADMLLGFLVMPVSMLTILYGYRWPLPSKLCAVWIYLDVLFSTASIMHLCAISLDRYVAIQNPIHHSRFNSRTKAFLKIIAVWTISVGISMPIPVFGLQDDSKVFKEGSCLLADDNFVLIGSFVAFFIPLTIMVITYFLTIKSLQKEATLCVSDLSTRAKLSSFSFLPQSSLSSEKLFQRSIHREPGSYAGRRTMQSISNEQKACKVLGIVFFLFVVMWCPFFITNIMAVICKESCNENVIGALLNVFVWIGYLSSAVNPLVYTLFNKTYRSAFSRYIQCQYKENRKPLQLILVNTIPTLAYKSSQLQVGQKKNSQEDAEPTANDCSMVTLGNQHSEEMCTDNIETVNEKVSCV
HIF-2a inh = inhibitors of HIF-2a; hit rate 0.72% among 360,000; 786-0 RCC cells HIF-2a reporter, luciferase luminescence, overnight; inhibition, % at 18.8 µM;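 active = inhibition of the luminescence signal of 40% or more relative to plate controls, in a single-dose primary screen at 18.75 µM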
NR2E3 ag-2 = human photoreceptor-specific nuclear receptor agonism; Q9Y5X4; CHO-S Gal4-NCOR/VP16-NR2E3 two-hybrid, luciferase; inhibition of corepressor binding, % at 3.98 µM; hit rate 0.35% among 360,000; AID 602229;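 active = inhibition above the mean of all tested compounds plus 3 SD, cut at about 70% in these data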;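 note: 0% = DMSO with NR2E3 transfected cells and 100% = cells lacking NR2E3 construct; higher means lower luciferase signal from less NR2E3 corepressor binding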
MITF TRPM1 inh = MITF TRPM1 promoter inhibition in SK-MEL-5 cells. SK-MEL-5 TRPM1 promoter luciferase, 24 h. inhibition, % at 12.5 µM. hit rate 0.83% among 330,000. AID 488899;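 active = mean inhibition across replicates of 60% or more, whatever share of single replicates reaches that level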; note: values of inactives mirror those of a sister screen read the other way
Numbers without * were called inactive; . = not tested or not shown.

SMILES	Cardio protect	hiPSC survival	Shn3 3UTR inh	Peg3 prom inh	PDI inh	NR2E3 ag-1	CaV13 ICDI inh	m5-HT2A agonist	HIF-2a inh	NR2E3 ag-2	MITF TRPM1 inh
O=C(O)CC(c1ccccc1)N1C(=O)c2ccccc2C1=O (centres undefined)	4	2.2	20	10	-1	0	-4	3	24	4	0
COc1ccc(Cc2n[nH]c(=S)n2-c2ccc3c(c2)OCCO3)cc1	10	-0.7	51	10	-2	3	2	5	13	2	.
O=C1c2cccc3cccc(c23)C(=O)C1(O)O	0	-0.6	6	17	-2	-13	-4	2	6	5	-6
COc1ccc(Nc2cc3n(c(=O)n2)CCc2cc(OC)c(OC)cc2-3)cc1	1	1.0	-5	-24	1	4	-4	0	-24	-56	-42
COC(=O)CN1C(=O)CC(C)(C)Sc2ccccc21	2	-2.0	-6	1	0	4	-5	-8	8	-29	.
Cc1ccc2c(c1)C(c1ccc(F)cc1)N(C(=O)c1cc3ccccc3oc1=O)CC(=O)N2 (centres undefined)	46	-0.1	-3	11	-18	-2	-6	2	19	12	-12
CSc1ccc(/C=C/C(=O)NC(=O)c2ccccc2O)cc1	-20	-0.9	-78	-168	-9	-1	-2	3	-206	-20	-51
CCc1ccc(NC(=O)/C(C#N)=C/c2ccncc2)cc1	6	0.7	23	32	6	-2	-5	8	12	-14	16
Cc1nc2oc3c(NCc4ccccc4)ncnc3c2c2c1COC(C)(C)C2	27	0.1	-17	12	18	-2	-5	3	30	-2	-8
COc1ccc(N(CC(=O)NCCSc2ccccc2)S(=O)(=O)c2ccccc2)cc1OC	22	0.5	-5	21	-4	1	-3	-3	12	23	-14
Cc1ccc2ncnc(NCCC(=O)O)c2c1	-2	1.3	16	-21	8	5	-8	2	2	6	2
O=S(=O)(Oc1ccccc1/C=N/n1cnnc1)c1ccccc1	4	-1.3	-21	5	0	-1	6	3	9	-10	-1
COC(=O)c1cc2c(ccn2-c2ccc(F)cc2)n1Cc1ccc(OC)cc1	-5	-0.2	-10	-43	-13	0	-5	-3	-87	-3	-3
CC(C(=O)NCCc1ccc(F)cc1)N1CCN(Cc2ccccc2)CC1 (centres undefined)	0	-0.7	3	-3	6	0	-3	-2	6	-9	15
Cc1ccc(-c2nc(NC(=O)CSc3nnnn3-c3ccccc3)ns2)cc1	-4	-1.6	-3	-52	-2	4	-5	-4	-22	73*	-15
O=C(COC(=O)c1ccc(O)cc1)Nc1ccc(OC(F)F)cc1	1	1.5	-5	6	5	1	-20	-3	4	-57	-14
C/C(=C\C(=O)OCC(=O)NCc1ccccc1)C(=O)OCC(=O)NCc1ccccc1	6	2.4	11	5	-3	0	-6	3	17	-32	0
COc1cc(NC(=S)N2CCN(c3ccccn3)CC2)c(OC)cc1Cl	-2	-0.5	6	17	3	1	-6	7	3	13	15
COc1cc(C(=O)OCc2nc3ccsc3c(=O)[nH]2)c([N+](=O)[O-])cc1OC	14	0.1	0	4	-7	3	-7	-7	17	6	9
CCOC(=O)NC(=O)/C(C=Nc1ccc(Cl)cc1)=C(\C)O	2	-1.2	-5	0	-5	-1	-2	0	0	8	-8
Cc1noc(C)c1C(=O)N1CCN(S(=O)(=O)c2cccs2)CC1	6	-0.5	-9	4	1	0	.	9	2	-29	9
CC(=O)c1c(C)[nH]c(C(=O)OCC(=O)N2c3ccccc3NC(=O)C2(C)C)c1C	18	4.2	0	19	-1	-2	-4	1	6	-1	12
Cc1nc(NCc2ccco2)nc2c1C(=O)CC(C)C2 (centres undefined)	7	5.0	7	2	-9	-1	-3	7	5	-24	6
O=C(O)/C=C/C(=O)NCc1ccccn1	7	3.0	5	1	-1	-3	-6	-4	13	-17	4
Cc1cc([N+](=O)[O-])nn1CCCC(=O)Nc1ccc2c(c1)OCO2	4	-0.2	-2	-5	6	-2	-5	10	-32	-11	-11

Six of the entries above in order of their number in m5-HT2A agonist, largest number first.
compound | Shn3 3UTR inh | Peg3 prom inh | PDI inh | NR2E3 ag-1 | CaV13 ICDI inh | m5-HT2A agonist | HIF-2a inh | NR2E3 ag-2 | MITF TRPM1 inh
Cc1cc([N+](=O)[O-])nn1CCCC(=O)Nc1ccc2c(c1)OCO2 | -2 | -5 | 6 | -2 | -5 | 10 | -32 | -11 | -11
Cc1noc(C)c1C(=O)N1CCN(S(=O)(=O)c2cccs2)CC1 | -9 | 4 | 1 | 0 | . | 9 | 2 | -29 | 9
COc1cc(NC(=S)N2CCN(c3ccccn3)CC2)c(OC)cc1Cl | 6 | 17 | 3 | 1 | -6 | 7 | 3 | 13 | 15
O=S(=O)(Oc1ccccc1/C=N/n1cnnc1)c1ccccc1 | -21 | 5 | 0 | -1 | 6 | 3 | 9 | -10 | -1
Cc1ccc2ncnc(NCCC(=O)O)c2c1 | 16 | -21 | 8 | 5 | -8 | 2 | 2 | 6 | 2
O=C(O)/C=C/C(=O)NCc1ccccn1 | 5 | 1 | -1 | -3 | -6 | -4 | 13 | -17 | 4

Following part.
SMILES	Cardio protect	hiPSC survival	Shn3 3UTR inh	Peg3 prom inh	PDI inh	NR2E3 ag-1	CaV13 ICDI inh	m5-HT2A agonist	HIF-2a inh	NR2E3 ag-2	MITF TRPM1 inh
COc1ccc(C(c2nnnn2C2CCCC2)N2CCN(C/C=C/c3ccccc3)CC2)cc1 (centres undefined)	-3	1.1	16	-2	.	.	-6	0	-35	-2	.
Nc1nc2ccccc2n1Cc1ccc(Cl)c(Cl)c1	-13	-0.4	58	23	2	3	10	-3	23	-26	-2
COc1ccc(CCNC(=O)CSc2nc3c(sc(=S)n3-c3ccccc3)c(=O)[nH]2)cc1OC	0	-1.1	-20	-1	-9	.	-12	2	-1	-5	.
O=C(COC(=O)Cc1ccccc1F)Nc1cc(S(=O)(=O)N2CCOCC2)ccc1N1CCCC1	13	-1.5	14	-8	4	-2	-17	1	2	-15	-7
COc1cccc(O)c1CN1CCC(C(=O)Nc2ccc(Oc3cccnc3)cc2)CC1	-6	-0.3	29	22	1	-1	-4	-7	21	6	18
CN(C)/C=C/c1oc2ccc(O)cc2c1[N+](=O)[O-]	-8	-0.7	-43	-104	1	-12	-5	-4	-163	-39	-13
Cc1cc2nc(-c3ccc(F)cc3)c(Cc3ccccc3)n2c(C)c1Br	-4	-1.5	0	-28	.	.	-11	-4	-46	-18	.
CCCn1c(=O)n(C)c(=O)c2c(SCC(=O)NCC(c3ccccc3)N(C)C)nc(CC(C)C)nc21 (centres undefined)	3	1.7	18	25	9	2	-12	-7	-11	-6	-29
O=C(NNC(=S)Nc1ccccc1)c1ccncc1	1	1.8	-22	-53	5	1	.	8	-93	-24	-1
CC(=O)N=C1SC2CS(=O)(=O)CC2N1Cc1ccc(C)cc1 (centres undefined)	3	-0.7	-3	2	6	1	-18	10	17	1	.
COc1cccc(C(=O)CC(C(=O)O)c2ccc(F)cc2)c1 (centres undefined)	-4	1.7	-15	18	8	2	5	3	23	-9	9
COc1cc2cc(C)c3nnc(SCC(=O)Nc4cc(C)on4)n3c2cc1OC	11	1.8	10	5	3	-1	22	0	5	-11	15
Nc1c(S(=O)(=O)c2ccccc2)c2nc3ccccc3nc2n1CCN1CCOCC1	2	-1.8	19	27	10	-2	-5	-3	17	-1	-10
CCOC(=O)c1c(C)nn(-c2ccc(NC(=O)c3c(C)noc3C)cc2)c1C	4	-0.3	7	0	-3	0	-4	-8	66*	-3	30
Cc1noc(/C=C/c2cccs2)c1S(=O)(=O)N1CCC(C(=O)NCCCN2CCC(C)CC2)CC1	-11	-0.5	12	16	16	-1	1	-8	7	-11	13
CCOC(=O)NC(=O)c1cn(N(C)c2ncc(C(F)(F)F)cc2Cl)c(=O)[nH]c1=O	2	1.2	-2	-4	0	-6	-3	2	12	9	9
CCN(CC)S(=O)(=O)c1ccc(OC)c(NC(=O)c2cc(=O)[nH]c3ccccc23)c1	-1	-1.3	11	6	3	2	4	8	14	9	1
COCCN1Cc2cccc(C(=O)NCc3ccc4c(c3)OCO4)c2C1=O	8	1.7	-11	4	7	-4	-2	6	16	-20	8
COCCCNC(=O)c1ccc(CS(=O)(=O)c2ccccc2C)o1	4	-0.5	-76	7	9	-1	-4	2	13	-27	14
COc1ccccc1OCCC(=O)OCC(=O)NCc1ccccc1	0	-1.1	-8	-4	-4	-4	-2	2	9	-14	7
O=C(NCc1ccccc1)c1cc(C2COCCN2S(=O)(=O)c2cccs2)on1 (centres undefined)	-1	0.3	3	11	-2	.	-6	9	-2	23	.
CN(c1cc(=O)n2ccccc2n1)C1CCCCC1	-1	-0.4	-24	-63	1	6	-5	6	-81	-9	-19
Cn1c(=O)cc(NCc2ccccc2)[nH]c1=O	-1	3.1	-2	14	8	1	-5	-3	2	26	-6
CCn1cc(/C=C/C(=O)Nc2ccn(Cc3c(F)c(F)cc(F)c3F)n2)cn1	4	0.7	18	16	1	-3	-6	1	17	-17	1
O=C(Nc1ccc(-c2n[nH]c(=S)o2)cc1)c1ccccc1Cl	-1	-0.7	-27	-27	-4	1	20	17*	-132	-61	5
CNc1oc(C)nc1S(=O)(=O)c1ccc(C)cc1	1	2.3	-8	-3	7	2	-8	1	5	-9	-5
CN1CCN(NC(=O)/C=C/c2cccc(Cl)c2)CC1	11	-0.4	-34	-31	-5	2	-3	0	-29	-18	-8
CCOC(=O)c1c(NC(=O)c2nn(C)cc2[N+](=O)[O-])sc(C)c1C	3	0.5	6	28	-2	0	1	0	14	-37	-20

Just hiPSC survival and NR2E3 ag-1 (2 entries from above):
| compound | hiPSC survival | NR2E3 ag-1 |
| --- | --- | --- |
| COc1ccc(C(c2nnnn2C2CCCC2)N2CCN(C/C=C/c3ccccc3)CC2)cc1 (centres undefined) | 1.1 | . |
| Nc1nc2ccccc2n1Cc1ccc(Cl)c(Cl)c1 | -0.4 | 3 |

Compounds as they come (roughly 3.9% active in at least one column).
